HepG2 viability: qHTS for Inhibitors of TGF-b: Cytotox Counterscreen; 410,000 compounds, 0.76% hits; Potency, µM (top dose mostly 46.1 µM), inactives show at the highest dose activity change, negative = cytotoxicity, hits mostly cytotoxic; HepG2 CAGA-GFP viability, ATP luminescence, 18 h; AID 588856, 2011; further: potency means the concentration at half of the fitted maximal effect; some results filed as inactive show a strong effect at the top dose
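CellTiter-Glo luminescence gave cytotoxicity after 18 hours at 37 degrees C. The cells were HepG2 CAGA-GFP in 1% FBS DMEM, stimulated with 500 pg/mL TGF-beta after compound addition. %Activity was normalised to no-cell wells (complete cell-killing) and DMSO (no toxicity), and curves were fitted and classified.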
S2 tox: Viability Counterscreen for Primary qHTS for Inhibitors of ATXN expression | S2 cells (HEK-293 line with an ATXN2-luciferase reporter) viability, CellTiter-Fluor protease fluorescence, 24 h | Potency, µM (doses to about 56.7 µM), most hits filed as cytotoxic | 400,000 compounds, 0.49% hits | AID 651635, 2014; further: potency means the concentration at half of the fitted maximal effect; nearly all actives have a fitted effect of over 40% in size
TGFb SMAD3 inh: qHTS for Inhibitors of TGF-b; HepG2 CAGA-GFP TGF-b/SMAD3 reporter, GFP fluorescence, 18 h; TGF-beta stimulated, 500 pg/mL final; AID 588855, 2011; 410,000 compounds, 1.2% hits; Potency, µM (highest dose often 46.1 µM), for inactives: at the highest dose activity, negative = inhibition, hits mostly inhibitors; further: potency means the concentration at half of the fitted maximal effect; on the % scale 0 is the no-effect control and ±100 the full control effect; nearly all actives have a fitted effect of over 65% in size
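First, reporter cells (HEPG2 CAGA-GFP) rested 2 h at 37 degrees C. Next, compounds were pinned in and TGF-beta added to 500 pg/mL final. After 18 h, GFP was imaged per cell and summed per well.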
EPAC2 ag: qHTS for Agonist of cAMP-regulated guanine nucleotide exchange factor 4 (EPAC2): primary screen; Rap guanine nucleotide exchange factor 4 (Homo sapiens), Q8WZA2; EPAC2 activation, biochemical qHTS; response scale: 100% = 6.5 mM cAMP response; Potency, µM (top dose mostly 154 µM), for inactives: top-dose activation, hits mostly activators; 360,000 compounds, 0.079% hits; further: potency means the concentration at half of the fitted maximal effect; nearly all actives have a fitted effect of over 50% in size
Target sequence (Q8WZA2 whole entry, looked up): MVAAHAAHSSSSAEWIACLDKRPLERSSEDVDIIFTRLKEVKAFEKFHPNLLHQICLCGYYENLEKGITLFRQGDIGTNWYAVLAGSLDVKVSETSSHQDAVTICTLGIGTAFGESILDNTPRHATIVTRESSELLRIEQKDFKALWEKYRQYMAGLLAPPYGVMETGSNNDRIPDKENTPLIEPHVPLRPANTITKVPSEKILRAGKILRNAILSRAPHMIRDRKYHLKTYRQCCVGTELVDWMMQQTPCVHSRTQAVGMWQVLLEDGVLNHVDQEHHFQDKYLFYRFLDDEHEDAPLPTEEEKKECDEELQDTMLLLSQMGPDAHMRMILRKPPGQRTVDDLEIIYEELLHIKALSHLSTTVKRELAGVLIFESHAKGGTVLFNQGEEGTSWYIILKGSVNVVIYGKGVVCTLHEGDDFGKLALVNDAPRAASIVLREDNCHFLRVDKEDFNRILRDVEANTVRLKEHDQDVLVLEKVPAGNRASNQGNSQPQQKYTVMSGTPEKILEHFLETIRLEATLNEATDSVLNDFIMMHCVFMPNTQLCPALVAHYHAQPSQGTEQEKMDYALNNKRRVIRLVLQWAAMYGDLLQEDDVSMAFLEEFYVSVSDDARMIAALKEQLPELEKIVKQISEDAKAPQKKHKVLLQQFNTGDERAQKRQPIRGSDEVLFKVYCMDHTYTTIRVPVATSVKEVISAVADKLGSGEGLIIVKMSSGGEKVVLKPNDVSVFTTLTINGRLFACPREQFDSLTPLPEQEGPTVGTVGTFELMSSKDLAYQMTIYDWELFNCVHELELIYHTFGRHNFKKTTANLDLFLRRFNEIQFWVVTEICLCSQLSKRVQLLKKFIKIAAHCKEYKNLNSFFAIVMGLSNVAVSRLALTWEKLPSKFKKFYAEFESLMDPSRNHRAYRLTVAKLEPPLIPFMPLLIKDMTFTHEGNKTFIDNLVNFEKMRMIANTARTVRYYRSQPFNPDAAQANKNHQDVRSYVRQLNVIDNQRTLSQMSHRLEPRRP
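Guanine nucleotide exchange by EPAC2 is measured as reduced fluorescence of BODIPY-GDP once it is released from 250 nM Rap1B. Plates are read kinetically for 30 min at room temperature; results are scaled to 6.5 mM cAMP.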
IL2 activator: qHTS of IL-2 Activators; 360,000 compounds, 0.065% hits; activation, % (series mostly up to about 46 µM); IL-2 activation reporter assay, cell-based qHTS; stimulated with anti-CD3/CD4/CD28 beads; in transgenic mouse T cells; in the data active means activation above about 50%; inconclusive means mostly about 30% to 49%; further: 0% is about no effect
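Unstimulated transgenic mouse T cells preincubated 60 min with compound, then stimulated with anti-CD3/anti-CD4-coated beads plus anti-CD28 for 18 h at 37 degrees C. IL-2 response read as EGFP and DsRed fluorescence by plate cytometry.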
Nrf2 block: Nrf2 qHTS screen for inhibitors; Potency, µM (highest dose often 46 µM), without a hit: at the top dose activity change, negative = inhibition, hits mostly inhibitors; A549 ARE-Fluc reporter, luciferase luminescence, 18-24 h; 360,000 compounds, 2.1% hits; further: potency means the concentration at half of the fitted maximal effect; on the % scale 0 is the no-effect control and ±100 the full control effect; nearly all actives have a fitted effect of over 60% in size
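In this cell-based qHTS, ARE-driven firefly luciferase in A549 cells reports Nrf2 activity; the luminescent signal after BugLite lysis is the measured value, with a prior CellTiter-Fluor read for cell health.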
ATXN2 expr inh: Primary qHTS for Inhibitors of ATXN expression | HEK-293 ATXN2-luciferase reporter, luminescence, 24 h | Potency, µM (titrated, usually from 57 µM), for inactives: at the highest dose activity change, negative = inhibition, usual class: inhibitors | 360,000 compounds, 0.72% hits | AID 1745845, 2022; further: potency means the concentration at half of the fitted maximal effect; on the % scale 0 is the no-effect control and ±100 the full control effect; nearly all actives have a fitted effect of over 55% in size
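qHTS (up to 57 uM final) was run with 24 h compound exposure of reporter cells at 37 °C. Each well was multiplexed: SteadyGlo luminescence measured ATXN2-luciferase expression after a fluorogenic Gly-Phe-AFC viability readout (25 uM final).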
Nrf2 ARE act: qHTS of Nrf2 Activators | Potency, µM (series often up to 46.1 µM), for the others: top-dose activation, actives largely listed as activators | AID 624171, 2012 | AREc32 ARE-luciferase reporter (MCF7-derived line), luminescence, 24 h | 410,000 compounds, 0.31% hits; further: potency means the concentration at half of the fitted maximal effect; % of control where 0% means no effect; nearly all actives have a fitted effect of over 65% in size
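For detection, Steady-Glo was added and plates sat 30 min at RT; before that, AREc32_Fluc cells grown overnight in OPTI-MEM/5% FBS had been treated with 23 nL compound for 24 hr at 37 deg C.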
A549 tox: Nrf2 qHTS screen for inhibitors: counterscreen for cytotoxicity; 390,000 compounds, 0.16% hits; A549 ARE-Fluc cells, CellTiter-Fluor viability, 18-24 h; Potency, µM (doses to about 46 µM), without a hit: at the top dose activity change, negative = cytotoxicity, usual class: inhibitors; further: potency means the concentration at half of the fitted maximal effect; on the % scale 0 is the no-effect control and ±100 the full control effect
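A549 ARE-Fluc cells in 5% FBS OPTI-MEM, 5000 cells/well, rested 2 h then exposed to compounds in concentration-response for 18-24 h at 37 °C. Viability by CellTiter-Fluor fluorescence (Ex 405/Em 525) after 30 min; luciferase luminescence (BugLite, 15 min, RT) read afterwards.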
The depositor's hits bear a star; i = inactive; ? = inconclusive; nt = no result given; & = joins results of further samples; [ ] = dose if it differs, or a comment. Unless noted, the call rests on the fitted dose curve; in most records, active means well fitted curve in the direction sought with a large enough effect; inconclusive means small, poorly fitted or top-dose-only effect, or another doubt; inactive means no such curve, though single readings can be large; an effect the other way counts as inactive or inconclusive. Random draw from the library (roughly 4.3% active in at least one column).

SMILES	HepG2 viability	S2 tox	TGFb SMAD3 inh	EPAC2 ag	IL2 activator	Nrf2 block	ATXN2 expr inh	Nrf2 ARE act	A549 tox
CCC/C=C/c1ccc(CN2C(CC(C)C)C(=O)N(Cc3cn(CC4CCCCC4)nn3)CCS2(=O)=O)cc1 (centres undefined)	-49.8%	?	?	2.4%	-3.8	nt	?	-0.9%	nt
CCCC(=O)Nc1nc(-c2ccc3c(c2)OCCO3)cs1	-24.7%	i	-15.2%	7.1%	-4.5	?	45.7%[activator]	4.1%	-7.2%
CCOc1ccccc1CNC(=O)c1ccc2nc(Cc3ccc(OC)cc3)oc2c1	-15.5%	i	?	nt	nt	nt	-32.3%	6.0%	3.7%
CC1CCC2(CC1)NC(=O)N(CC(=O)Nc1ccc(C(N)=O)cc1)C2=O (centres undefined)	-0.6%	i	4.2%	8.5%	-0.1	-23.5%	10.9%	0.1%	-12.4%
CCn1ncc(C2=NOC(C(=O)Nc3c(C)n(C)n(-c4ccccc4)c3=O)C2)c1C (centres undefined)	-7.3%	i	2.9%	1.7%	2.0	0.1%	1.5%	-1.2%	-1.0%
CCOc1ccc(CCNC(=O)c2nnn(CC(=O)Nc3ccc(OC)c(OC)c3)c2N)cc1OCC	-12.1%	i	-20.4%	5.4%	-0.5	-20.6%	-9.8%	-0.2%	2.1%
CCOc1ccc(Nc2nc(C)c(NC(=O)c3cccc(OC)c3)c(Nc3ccc(OCC)cc3)n2)cc1	-16.7%	?	?	nt	nt	?	0.0%	4.3%	-6.3%
COc1ccc(C)cc1NC(=O)Nc1cc(C(=O)NCc2ccc(C)cc2)ccc1N1CCCC1	-21.6%	i	3.3%	nt	nt	nt	14.0%	-0.8%	0.1%
OC(c1ccc(Cl)c(Cl)c1)c1ncc(-c2ccccc2C(F)(F)F)[nH]1 (centres undefined)	-39.8%	i	?	7.8%	-0.7	nt	?	-0.7%	nt
NNC(=O)c1cc(NS(=O)(=O)c2cccs2)cc(NS(=O)(=O)c2cccs2)c1	-5.5%	i	?	3.8%	-3.1	9.0%	-2.4%	-0.2%	-0.4%
CC1=C(c2ccccc2)C(=S)NC(C)(C)C1	19.7%	i	-7.3%	6.4%	-5.6	-3.2%	?	-0.2%	0.3%
CCc1nc2ccccc2c(C(=O)OC2CCCCC2=O)c1C (centres undefined)	-17.2%	i	5.4%	4.2%	-0.5	-28.4%	6.4%	2.2%	8.9%
Cc1ccc2nc(C(Cl)(Cl)Cl)nc(N/N=C/c3ccncc3)c2c1	0.6%	i	41.0%[activator]	0.3%	-2.1	-12.8%	-0.6%	3.0%	5.9%
CCOC(=O)c1c(C)[nH]c(NC(=O)N2CCOCC2)c1C	-34.5%	i	-1.4%	3.2%	0.8	2.3%	-6.5%	0.4%	-0.2%
COc1ccc(/C=C2\SC(N)=NC2=O)cc1Br	2.1%	i	-12.7%	1.3%	0.3	7.8%	5.7%	16.9%	0.4%
Cc1cc(C)nc(N2CCCC(C(=O)NC3CCCC3)C2)n1 (centres undefined)	5.9%	i	-5.2%	-7.9%	2.3	10.5%	-11.2%	-1.0%	-1.5%[1.84 µM]
CCCCSc1nc2c([nH]1)c(=O)n(C)c(=S)n2C	4.9%	i	-0.6%	-1.8%	-0.1	?	-13.5%	-0.6%	4.2%
O=C(NCCC1=CCCCC1)c1ccc(Br)o1	5.7%	i	-2.5%	3.6%	-2.6	11.9%	12.0%	0.7%	-3.0%
Cc1ccc(C(=O)Nc2sc3c(c2C#N)CCCCC3)cc1C	-25.5%	i	-1.7%	-7.5%	-0.8	?	71.4%[activator]	2.4%	-21.7%
O=C(CCCOc1ccc(Cl)cc1Cl)Nc1ccncc1	-6.9%	i	1.4%	17.5%	-2.3	?	-13.2%	-0.4%	-17.4%
O=C(NC(=S)N1CCCCC1)c1csc([N+](=O)[O-])c1	-47.6%	i	?	4.9%	5.1	1.0%	28.8%	4.4%	2.2%
COC(=O)Cc1c(C)c2ccc(OC(=O)c3ccco3)cc2oc1=O	-5.0%	i	0.2%	6.31µM*	1.9	?	5.9%	0.3%	-2.2%
Cc1nccc(-c2ccc(-n3c(C)ccc3C)cc2)n1	-19.7%	i	-9.3%	2.4%	-0.7	0.3%	6.5%	10.9%	-4.9%
CC(CCN1CCN(c2ccc(F)cc2)CC1)c1ccccc1 (centres undefined)	-26.1%	i	0.0%	17.8%	2.3	-3.0%	-3.9%	5.6%	-1.7%
Cc1ccccc1CNc1ccc(C(CC(N)=O)NC(=O)c2ccc(Br)cc2)cc1[N+](=O)[O-] (centres undefined)	-48.0%	nt	30.7%	1.1%	-0.4	?	?	0.5%	?

Entries listed so far that bear a hit mark in EPAC2 ag:
Structure	TGFb SMAD3 inh	EPAC2 ag	IL2 activator	Nrf2 block	Nrf2 ARE act
COC(=O)Cc1c(C)c2ccc(OC(=O)c3ccco3)cc2oc1=O	0.2%	6.31µM*	1.9	?	0.3%

Additional records follow.
SMILES	HepG2 viability	S2 tox	TGFb SMAD3 inh	EPAC2 ag	IL2 activator	Nrf2 block	ATXN2 expr inh	Nrf2 ARE act	A549 tox
O=C(Nc1ccc(O)cc1)c1cc2n(n1)C(C(F)(F)F)CC(c1ccco1)N2 (centres undefined)	-4.6%	i	?	8.6%	0.7	-12.2%	-7.6%	5.0%	?
CCOc1ccc(NC(=O)C2=NN(c3ccccc3)C(=O)CC2)cc1S(=O)(=O)N1CCCCC1	-3.1%	i	-21.7%	3.5%	1.0	-3.6%	8.4%	-0.2%	-7.2%
COc1cccc(NC(=O)NCc2ccccc2Cl)c1	7.2%	i	0.0%	-0.1%	0.2	?	35.8%	0.0%	1.2%
CCNS(=O)(=O)c1ccc(NC(=O)Nc2cccc(OC)c2)cc1	-21.1%	i	-4.3%	6.5%	5.7	-10.1%	9.0%	2.6%	-7.6%
COc1cccc([C@@H]2CC=C(C(=O)O)[C@H](c3ccccc3)N2S(=O)(=O)c2ccc(C)cc2)c1	-0.1%	i	-12.8%	4.6%	1.5	-16.4%	-7.6%	2.6%	2.2%
CCN1CCN(S(=O)(=O)c2ccc(Oc3ccccc3OC)cc2)CC1	1.4%	i	-1.8%	8.8%	-4.3	?	-26.3%	4.8%	0.5%
CCC(NC(=O)CNC(=O)c1ccc2c(c1)OCO2)c1ccc(Br)cc1 (centres undefined)	-20.7%	?	-8.9%	0.9%	-3.4	?	-9.4%	-0.8%	-4.9%
O=C(NCCc1ccccc1)/C(=C\c1cccc([N+](=O)[O-])c1)NC(=O)c1ccco1	-1.3%	?	-7.6%	-2.6%	1.1	14.7%	-5.0%	-0.3%	-18.6%
Cc1ccccc1NC(=O)c1c(Cl)nc(C)c(Cl)c1C	-4.6%	i	-2.0%	2.5%	-0.7	3.4%	0.7%	0.2%	6.2%
O=C(CCC1N=C2c3ccccc3N=C(SCc3cccc(Cl)c3)N2C1=O)NCc1cccs1 (centres undefined)	-10.0%	nt	16.6%	nt	nt	nt	nt	4.0%	?
O=S(=O)(c1ccc(Cl)cc1)c1nnn2c1nc(N1CCCCC1)c1sccc12	-8.2%	nt	14.9%	nt	nt	3.0%	nt	0.1%	-1.1%
Cc1ccc2nc(NCCc3ccc(Cl)cc3)c3nncn3c2c1	-4.2%&-0.5%	i	-8.5%&-10.5%	4.9%	-3.5	-12.7%&-12.7%	-19.7%&4.3%	-0.4%&-0.1%	1.0%&1.8%
O=C(COc1ccc(Cl)cc1)OCc1cc(=O)n2nc(C3CC3)sc2n1	-2.2%	i	-12.3%	nt	nt	?	5.7%	-0.1%	0.0%
CC(C)C1N=C2c3ccccc3N=C(SCC(=O)NCc3ccc(F)cc3)N2C1=O (centres undefined)	-18.8%	i	-2.8%	nt	nt	nt	0.6%	0.2%	0.8%
O=C(COC(=O)/C=C/c1ccc(Br)o1)Nc1cccc(S(=O)(=O)N2CCOCC2)c1	3.1%	i	-2.0%	1.9%	-1.0	-6.2%	2.5%	2.6%	2.7%
COc1cccc(CNC(=O)CCCNS(=O)(=O)c2cccs2)c1	-33.6%	i	-1.3%	-4.2%	-2.4	nt	5.3%	-0.8%	2.3%
Cc1ccc(C)c(CSc2cn(CCNC(=O)c3cccs3)c3ccccc23)c1	-13.5%	nt	?	nt	nt	?	?	-1.0%	-16.5%
CCCC(=O)NCCSC	1.9%	i	-3.0%	5.1%	-1.5	13.2%	-0.7%	-0.2%	11.6%
O=C(Nc1ccccc1)C1=C[C@H](C2CCCCC2)C[C@H](OCc2ccc(CO)cc2)O1	-14.2%	?	?	5.1%	-0.2	9.5%	6.1%	5.5%	0.0%
Cc1ccc(S(=O)(=O)N/N=C(\c2ccccc2)c2cccnc2)cc1	-14.0%	i	-5.6%	10.6%	0.6	-13.4%	6.0%	-0.4%	-7.9%
C=CCCC(=O)N1C[C@H]2CON(C)[C@H]2C[C@H]1c1ccc(-n2ccnc2)cc1	7.1%	i	-3.8%	-1.6%	-0.6	nt	7.2%	0.3%	nt
NS(=O)(=O)c1ccc(CCNC(=O)CCCn2c(SCC(=O)N3CCCC3)nc3ccsc3c2=O)cc1	-7.4%	i	-11.1%	3.7%	-2.8	8.5%	-19.5%	1.1%	0.8%
COCCNC(=O)COc1cc(=O)n(C)c2ccccc12	5.7%	i	13.5%	4.3%	-0.3	-3.0%	19.3%	0.3%	-2.4%

High-throughput results as filed in PubChem BioAssay.
